High-throughput results from PubChem BioAssay.
miR122 inh – inhibitors of miR-122 in Huh7 cells. activation (reporter increase), % at 12.5 µM. AID 602342. Huh7 miR-122 Renilla luciferase sensor, 48 h; neutral wells = 0, positive control = 100. actives 0.3% (n = 340,000);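 active = mean replicate activation score at least 90 and every replicate individually at or above 90; inconclusive = only one of the two criteria met; inactive = neither criterion met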;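 note: higher luciferase means less miR-122 activity so hits act as miR-122 inhibitors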
ERp5 inh – blocks human ERp5 reductase activity on insulin | ERp5 insulin aggregation, absorbance 650 nm, 90 min | inhibition, % at 9.99 µM | actives 0.05% (n = 350,000);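 active = mean replicate inhibition above about 25%, with every replicate also reaching it, limit read from the data, passing the limit was not always enough; inconclusive = only one of those two criteria met; inactive = neither criterion met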
Target sequence (Q15084 whole entry, looked up): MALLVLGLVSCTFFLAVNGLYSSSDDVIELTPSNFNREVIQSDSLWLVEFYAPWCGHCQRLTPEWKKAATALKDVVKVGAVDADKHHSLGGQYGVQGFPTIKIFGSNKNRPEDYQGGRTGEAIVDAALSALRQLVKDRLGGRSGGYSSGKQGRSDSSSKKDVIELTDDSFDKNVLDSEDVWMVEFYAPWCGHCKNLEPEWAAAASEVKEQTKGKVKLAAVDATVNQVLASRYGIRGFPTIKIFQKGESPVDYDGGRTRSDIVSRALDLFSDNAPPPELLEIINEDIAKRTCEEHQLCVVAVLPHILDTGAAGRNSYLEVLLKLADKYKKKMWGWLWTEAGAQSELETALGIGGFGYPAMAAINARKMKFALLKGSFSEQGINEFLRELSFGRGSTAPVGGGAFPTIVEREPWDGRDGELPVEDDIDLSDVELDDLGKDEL
C2C12 statin – protects C2C12 myotubes from simvastatin toxicity; ATP luminescence, 48 h; scaled: DMSO 0, geranylgeraniol control 100; rescue of ATP level, % at 7.49 µM; actives 0.78% (n = 330,000); AID 602340;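 active = mean ATP rescue above about 67%, or every replicate alone reaching that limit, limit read from the data, passing the limit was not always enough; inconclusive = no clear call, values can overlap the other calls; inactive = mean under the limit and some replicate under it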;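 note: myotubes were challenged with 10 µM simvastatin during compound exposure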
SIRT5 inh – blocks human SIRT5 desuccinylation of peptide. Q9NXA8. Purified SirT5, succinyl-peptide AMC, trypsin-coupled fluorescence. AID 652115. inhibition, % at 15 µM. actives 1.1% (n = 330,000); in the data active = inhibition above about 15%; inconclusive = no clear call, values can overlap the other calls
Target sequence (Q9NXA8 whole entry, looked up): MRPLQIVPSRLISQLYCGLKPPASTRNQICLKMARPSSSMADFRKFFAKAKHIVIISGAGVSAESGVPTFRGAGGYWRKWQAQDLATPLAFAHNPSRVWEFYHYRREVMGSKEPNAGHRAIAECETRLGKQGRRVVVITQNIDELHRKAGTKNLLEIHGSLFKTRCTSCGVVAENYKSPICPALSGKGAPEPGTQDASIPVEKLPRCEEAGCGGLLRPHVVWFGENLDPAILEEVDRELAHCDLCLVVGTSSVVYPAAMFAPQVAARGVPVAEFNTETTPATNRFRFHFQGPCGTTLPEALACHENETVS
ARNT-TACC3 inh – disruptors of human ARNT/TACC3 interaction; Q9Y6A5; AlphaScreen His-ARNT PAS-B/GST-TACC3 binding, luminescence; TACC3 fragment carries E629A point mutation; inhibition, % at 9.99 µM; actives 0.66% (n = 390,000);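 active = mean inhibition of replicates at least 50% and at least half of replicates each reaching 50%; inconclusive = half or more replicates reach 50% but mean below 50%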;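 note: 0% = complete ARNT plus TACC3 wells and 100% = ARNT alone without TACC3; many hits fall short of the cut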
esBAF inh – SWI/SNF esBAF complex inhibition; mouse ES cells, Bmi1-luciferase knock-in reporter, 24 h; 100% = twice the neutral-well signal; reporter increase, % at 12.5 µM; actives 2% (n = 350,000); in the data active = activation above about 40%; inconclusive = no clear call, values can overlap the other calls;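 note: 0% = median of the plate's neutral control wells and 100% = double that signal; a rise in the Bmi1 reporter signal indicates esBAF inhibition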
Cneo AK release – causes C. neoformans cell lysis; adenylate kinase release luminescence, 4 h; normalised: neutral wells 0, clomiphene wells 100; lysis activity, % at 15 µM; actives 0.2% (n = 360,000); AID 651654;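 active = mean lysis activity across replicates of at least 80%, whatever share of replicates individually reach that level; inactive = mean lysis activity below 80%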
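Material: C. neoformans cells | Amount: Yeast cell density of 5 × 10^6 cells/mL | Medium: Fresh YPD growth medium | Dosing: Single dose | Times: Static 4 h at 37 °C with compound, 1 h detection | Detection: AK luminescence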
* hit, by the source's call; ? = inconclusive; . = no result given; [ ] = another dose, or the depositor's remark.

SMILES	miR122 inh	ERp5 inh	C2C12 statin	SIRT5 inh	ARNT-TACC3 inh	esBAF inh	Cneo AK release
CCN(CC(=O)NCc1ccc(Cl)cc1)C(=O)c1cnc(Cl)c(Cl)c1	-8	1	-2	-2	-8	-1	-1
O=S(=O)(c1ccc(F)cc1)N1CCCCN2[C@H](C1)[C@H](c1ccc(-c3cncnc3)cc1)[C@@H]2CO	3[16.7 µM]	1	9	5	1	2	4
C[C@H](CO)N1C[C@H](C)[C@H](CN(C)Cc2cccnc2)Oc2cc(C#CC3CCCC3)ccc2S1(=O)=O	0[16.7 µM]	3	-45	4	0	-5	7
CSCCC(NS(=O)(=O)c1ccc(Cl)c(Cl)c1)C(=O)O (stereo not drawn)	.	2	.	-1	-5	.	.
C=C1C(=O)O[C@H]2[C@H]1[C@H](OC(=O)/C(C)=C\C)C[C@]1(CO1)[C@@H]1[C@H](OC(C)=O)C=C(C)[C@]21O	.	-14	.	-3	18	.	.
COc1cc2c(cc1OC)CN(C(=O)CC1CC3CCC1C3)CC2 (stereo not drawn)	-13	.	-7	.	10	20	-2
COC(=O)c1ccc(COC(=O)C2CCN(S(=O)(=O)c3ccc(C)c(C)c3)CC2)o1	.	1	3	-3	1	-5	3
O=c1oc2ccccc2nc1/C=C(\O)c1ccccc1	-5	-4	.	1	.	.	-2
CO[C@@H]1CN(C)C(=O)c2ccc(NC(C)=O)cc2OC[C@@H](C)N(Cc2cncnc2)C[C@H]1C	.	-2	10	.	1	-5	55
Cc1sc2nc(C(C)C)nc(SCC(=O)N3c4ccccc4CC3C)c2c1C (stereo not drawn)	-10	.	.	.	-5	.	5

Looked up by structure from above:
SMILES	miR122 inh	ERp5 inh	C2C12 statin	SIRT5 inh	ARNT-TACC3 inh	esBAF inh	Cneo AK release
CSCCC(NS(=O)(=O)c1ccc(Cl)c(Cl)c1)C(=O)O (stereo not drawn)	.	2	.	-1	-5	.	.
O=S(=O)(c1ccc(F)cc1)N1CCCCN2[C@H](C1)[C@H](c1ccc(-c3cncnc3)cc1)[C@@H]2CO	3[16.7 µM]	1	9	5	1	2	4
COC(=O)c1ccc(COC(=O)C2CCN(S(=O)(=O)c3ccc(C)c(C)c3)CC2)o1	.	1	3	-3	1	-5	3
Cc1sc2nc(C(C)C)nc(SCC(=O)N3c4ccccc4CC3C)c2c1C (stereo not drawn)	-10	.	.	.	-5	.	5
COc1cc2c(cc1OC)CN(C(=O)CC1CC3CCC1C3)CC2 (stereo not drawn)	-13	.	-7	.	10	20	-2
C[C@H](CO)N1C[C@H](C)[C@H](CN(C)Cc2cccnc2)Oc2cc(C#CC3CCCC3)ccc2S1(=O)=O	0[16.7 µM]	3	-45	4	0	-5	7

New compounds follow:
SMILES	miR122 inh	ERp5 inh	C2C12 statin	SIRT5 inh	ARNT-TACC3 inh	esBAF inh	Cneo AK release
CCN(CC(=O)Nc1ccc2c(c1)OCCO2)C(=O)/C=C/c1ccc(OC)cc1OC	4	-1	22	-3	6	22	-4
CC1C=NC(S(=O)(=O)N2CC[C@H]3[C@@H](CO)N(C)c4ccc(-c5cccc(F)c5)cc4[C@H]32)=N1 (stereo partly drawn)	2[16.7 µM]	-8	-14	-1	-5	5	2
CCN(C(=O)Cn1c(=O)oc2ccccc21)c1cccc(C)c1	-8	-9	-1	-3	-9	-8	-1
Cc1nc(-c2cccc(NC(=O)c3ccc(Cl)c(S(=O)(=O)N4CCCC4)c3)c2)cs1	9	5	-8	-2	.	5	1
COC(=O)C[C@@H]1CC[C@@H]2[C@@H](COc3ccc(NC(=O)Nc4cccc(C#N)c4)cc3C(=O)N2C)O1	-48[16.7 µM]	-6	-12	1	-1	-4	-3
Cc1ccc(NC(=O)c2sc3nc4c(c(-c5ccco5)c3c2N)CCC4)cc1	-4	.	-25	.	-2	0	0
O=C(CNC(=O)c1cc(S(=O)(=O)N2CCCCC2)ccc1N1CCOCC1)Nc1ccc(F)c(F)c1	.	-2	.	2	-2	.	.
COc1cc2[nH]c3c(N4CCN(c5ccccn5)CC4)ncnc3c2cc1OC	-13	.	?	.	16	-7	-1
CO[C@@H]1CN(C)C(=O)c2cc(NS(C)(=O)=O)ccc2OC[C@H](C)N(C(=O)C2CCCCC2)C[C@H]1C	3[16.7 µM]	1	2	-3	-10	-3	-1
CNc1cc(NS(=O)(=O)c2ccc(N)cc2)nc(NC)n1	21	4	4	1	3	-8	1
CCc1cn(S(=O)(=O)c2ccccc2OC)nc1N	5	6	.	1	-6	-1	-1
CC(=O)N1N=C(c2ccc(C)cc2)OC1c1ccc(Br)cc1 (stereo not drawn)	-3	5	2	-4	18	38	.
COCCNC(=O)C[C@H]1CC[C@@H]2[C@@H](COc3ccc(NC(=O)c4ccno4)cc3C(=O)N2C)O1	-20[16.7 µM]	-2	-11	-6	1	-2	-7
Cc1ccc(S(=O)(=O)NCCSc2ncccn2)cc1	.	-2	.	-2	1	.	.
Cc1ccc(S(=O)(=O)N(C)C[C@H]2Oc3ccc(NC(=O)Nc4ccc5c(c4)OCO5)cc3C(=O)N([C@@H](C)CO)C[C@@H]2C)cc1	-5[16.7 µM]	9	-37	4	5	4	-5
CC1CCCCN1CCCNC(=O)c1nn(C)c2c1CSc1ccccc1-2 (stereo not drawn)	2	8	-19	0	1	7	-2
COc1ccc(CCNC(=O)Cn2c(=O)n(Cc3ccco3)c(=O)c3ccc(Cl)cc32)cc1OC	-5	.	-3	.	-7	-3	8
COc1ccccc1/C=[N+](\[O-])C1SC(=S)N(C)C1(C)C (stereo not drawn)	.	1	.	-2	-17	.	.
C=C1CCN([C@@H](C)C(=O)NCCCCCC)S(=O)(=O)c2ccccc21	-9	0	5	-2	1	3	-2
Cn1c(NCCN(CCO)CCCc2ccc([N+](=O)[O-])cc2)cc(=O)n(C)c1=O	0	0	-2	-8	1	4	1
Cc1ccc(CCNC(=O)c2nn(C)c3c2CS(=O)(=O)c2ccccc2-3)cc1	-5	-1	-17	-1	-1	-3	-1
Cc1cccc(NC(=O)c2nc[nH]c2C(=O)NC2CCN(C(=O)OC(C)(C)C)CC2)c1	-6	6	-2	-1	.	-1	-1
c1ccc2oc(C3=NNC(=NC4CC4)SC3)cc2c1	.	2	.	2	13	.	.
COc1ccc(OC)c(S(=O)(=O)Nc2cc3c4c(c2)CC(=O)N4CCC3)c1	.	-8	.	-10	6	.	-1
COCC(=O)N(C)C[C@@H]1Oc2cc(C#C[C@@H](C)O)ccc2S(=O)(=O)N([C@H](C)CO)C[C@@H]1C	-2[16.7 µM]	-1	-4	-1	-5	2	10
C[C@H](CO)N1C[C@H](C)[C@H](CN(C)Cc2ccc3c(c2)OCO3)Oc2c(NC(=O)C3CCOCC3)cccc2C1=O	50[16.7 µM]	4	16	.	.	-8	2
O=C(CCSc1nc(-c2ccc3c(c2)OCO3)cc(C(F)(F)F)n1)NCc1ccccc1	-5	.	18	.	-27	-6	3
Cc1ccc2nc(-c3ccco3)c(CC3CCCCC3)n2c1	-5	.	-16	.	.	-2	9
C[C@@H]1CN([C@H](C)CO)C(=O)c2cc(C#CC3CCCC3)cnc2O[C@H]1CN(C)C(=O)C1CCCCC1	-4[16.7 µM]	-2	-45	12	0	-1	0
CN(c1ccccc1)S(=O)(=O)c1ccc2[nH]c(=O)[nH]c2c1	-3	-1	-1	0	-3	-5	-1
C[C@H](CO)N1C[C@H](C)[C@@H](CN(C)C(=O)CN(C)C)Oc2cc(-c3ccc(C#N)cc3)ccc2S1(=O)=O	-3[16.7 µM]	0	8	-2	3	2	22
CCOc1ccccc1CN1CCC(n2nccc2NC(=O)C2CCCC2)CC1	-8	-4	-8	6	8	-2	16
CC(C)N1CCC(n2nccc2NC(=O)c2ccc3c(c2)OCO3)CC1	-9	7	-2	-1	-9	0	0
O=C(COc1ccc(F)cc1)Nc1cc(S(=O)(=O)N2CCCCC2)ccc1N1CCCCC1	.	2	.	0	2	.	5
N#Cc1ccccc1OCC(=O)NC(N)=O	-8	.	-5	.	-13	-6	1
CC(C)NC(=O)N(C)C[C@@H]1Oc2ccc(NC(=O)Nc3ccccc3)cc2C(=O)N([C@H](C)CO)C[C@@H]1C	-1[16.7 µM]	0	-7	-4	-5	-1	5
CC[C@H](C)[C@@H](C(=O)N1CCNCC1)n1cc([C@@H](N)CC(C)C)nn1	-7	0	-10	-2	16	-3	8
O=C(NCc1ccc(F)c(F)c1)c1ccc(-c2ccc(F)c(F)c2)c2ccoc12	-2	5	-2	.	.	-5	0
COc1cc2c(cc1OC)C(C)N(C(=O)c1cc(C)on1)CC2 (stereo not drawn)	8	10	-51	-5	-2	-27	3
O=C(O)CSCC(=O)N(c1ccccc1)c1ccccc1	-3	-4	6	6	-3	-6	-2
O=c1cc(-c2ccccc2)c2c([nH]1)CCCC2	-2	.	39	.	-2	-7	-3
c1nc(CCO[C@H]2CCCCO2)cc2cc3c(cc12)OCO3	.	2	10	1	-3	-50	-11
O=C(O)c1ccc(N/N=C/C2=C(N3CCOCC3)C(=C\c3ccccc3)/CC2)cc1	-17	1	-33	19*	-2	22	-1
CCOC(=O)Oc1ccc2oc(=O)cc(C)c2c1	-2	.	-1	.	-4	-3	4
CN(c1ccc(OCC(=O)Nc2ccc3[nH]c(=O)[nH]c3c2)cc1)S(=O)(=O)c1ccc(Cl)cc1	-8	.	-1	.	0	-8	-2
Cc1cc(C(=O)COC(=O)C2COc3ccccc3O2)c(C)n1CC1CCCO1 (stereo not drawn)	0	.	-15	.	-5	0	-3
O=C(NCCO)c1ccccc1O	-6	.	-14	.	2	-4	3
O=C(CSc1nnnn1C1CCCC1)Nc1ccccc1F	5	4	16	-8	-8	2	0
C[C@@H]1CN([C@@H](C)CO)C(=O)c2cc(NS(=O)(=O)c3cccs3)ccc2O[C@@H](C)CCCCO[C@H]1CN(C)C(=O)Nc1cccc2ccccc12	-7[16.7 µM]	0	6	1	-6	4	0
CC(=O)N1CCc2c(sc(NC(=O)CS(=O)(=O)c3ccc(F)cc3)c2C#N)C1	0	2	13	1	13	.	2
The list goes on:
SMILES	miR122 inh	ERp5 inh	C2C12 statin	SIRT5 inh	ARNT-TACC3 inh	esBAF inh	Cneo AK release
CC(=O)NC(Cc1cccc(F)c1)C(=O)NC1CCN(C(=O)Nc2ccccc2)CC1 (stereo not drawn)	-1	-4	-13	-6	-5	3	0
C[C@H](NC(=O)c1ncn(Cc2ccccc2)c1C(=O)N[C@@H](C)c1ccccc1)c1ccccc1	-1	1	1	.	0	17	2
CSc1ncc(CN2CCN(CCC(C)C)C(CCO)C2)cn1 (stereo not drawn)	4	7	0	1	-1	-8	-2
O=C(NCc1ccccc1)N[C@@H](Cc1c[nH]c2ccccc12)C(=O)O	-1	.	-2	.	-3	1	9
Cc1ccc(NS(=O)(=O)c2ccc(Cl)c(N=Nc3c(O)[nH]c(=O)[nH]c3=O)c2)cc1Cl	57	3	-8	5	-2	-2	-2
CCCCCC(O)(c1ccc(OC)cc1)C(CN1CCOCC1)c1ccccc1 (stereo not drawn)	.	2	16	-1	-5	-6	1
CC(C)C(NC(=O)C1CC(=O)N(Cc2ccccc2)C1)c1nc2ccccc2[nH]1 (stereo not drawn)	-2	5	2	-3	-3	4	1
